Screens as filed in PubChem.
Caspase-1 inhib: allosteric or competitive inhibitors of human caspase-1. P29466. Caspase-1 enzyme, Ac-WEHD-AFC fluorogenic rate. Potency, µM (doses to about 57.5 µM), for the others: top-dose activity change, negative = inhibition, hits mostly inhibitors. 75,000 tested, 0.03% active. AID 900;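 further: potency means the concentration at half of the fitted maximal effect; plate controls were vehicle for no effect and no substrate for full effect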
Target sequence (P29466 120-297 limits assumed): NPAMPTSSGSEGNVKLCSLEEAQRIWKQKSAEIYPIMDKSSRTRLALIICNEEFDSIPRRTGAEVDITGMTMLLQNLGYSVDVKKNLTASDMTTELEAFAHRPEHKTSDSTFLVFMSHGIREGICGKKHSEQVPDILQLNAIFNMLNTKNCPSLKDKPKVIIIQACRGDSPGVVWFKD
Target sequence (P29466 317-404 limits assumed): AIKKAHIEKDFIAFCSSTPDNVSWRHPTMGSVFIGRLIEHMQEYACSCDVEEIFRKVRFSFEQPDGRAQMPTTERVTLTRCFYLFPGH
DNA Pol III inh: blocks replication by bacterial DNA polymerase III holoenzyme. reconstituted DNA polymerase III holoenzyme replication, biochemical. 71,000 tested, 0.25% active. Potency, µM (highest dose often 57.1 µM), inactives show at the highest dose activity change, negative = inhibition. AID 603; further: potency means the concentration at half of the fitted maximal effect; on the % scale 0 is the no-effect control and ±100 the full control effect
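Reconstituted *E. coli* holoenzyme (0.35 nM Pol III, 1 nM beta, 154 nM SSB, 2 nM primase) was preincubated with compound for 15 min at RT. Synthesis on 1.4 nM ssM13Gori ran 35 min, then was stopped with PicoGreen/EDTA and read as dsDNA fluorescence.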
USP2a inhib: inhibitors of human ubiquitin-specific protease USP2a | USP2a enzymatic assay, qHTS inhibition | Potency, µM (titrated, usually from 38.3 µM), inactives show at the top dose activity change, negative = inhibition, most hits filed as inhibitors | 60,000 tested, 0.1% active | AID 927;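 further: potency means the concentration at half of the fitted maximal effect; nearly all actives have a fitted effect of over 60% in size; plate controls were DMSO for no effect and NEM full inhibition control for full effect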
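USP2 core (20 nM final) was preincubated with compound for 30 min at RT in 20 mM Tris-HCl pH 8.0, 2 mM CaCl2, 2 mM beta-mercaptoethanol; Ub-PLA2 (20 nM) plus NBD C6-HPC (20 uM) then added, fluorescence read after 2.5 h.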
Tau fil binding: binders of human tau filaments; 71,000 tested, 2% active; Potency, µM (series often up to 57.1 µM), for inactives: at the highest dose activity change, negative = inhibition; recombinant tau filaments, thioflavin S fluorescence, 15 h; filaments grown with octadecylsulfate alongside compound; P10636;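 further: potency means the concentration at half of the fitted maximal effect; on the % scale 0 is the no-effect control and ±100 the full control effect; actives lower thioflavin S fluorescence by blocking filaments or displacing dye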
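Tau 2 uM in ThS buffer dispensed; compound added; 60 uM ODS added (finals 1 uM tau, 30 uM ODS); 15 h 37 C; fluor ex450/em510.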
Rhodamine fluor: rhodamine region autofluorescence. Rhodamine-region fluorescence, 547/598 nm, Tris buffer; hits give high values. max dye-equivalent concentration, M. AID 594. 59,000 tested, 0.05% active; in the data active means max dye-equivalent concentration above about 11 nM; inconclusive means between about 1.1 nM and that limit
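A six-point rhodamine series on each plate calibrates the signal. Compounds sit in 100 mM Tris (pH 8.0) for 15 min at ambient temperature before imaging through 547 nm/598 nm filters.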
HADH2 inhib: HADH2 (human) dehydrogenase inhibition; Q99714; recombinant HADH2, NADH fluorescence, beta-hydroxybutyryl-CoA; Potency, µM (top dose mostly 57.1 µM), for the others: at the highest dose activity change, negative = inhibition, usual class: inhibitors; 73,000 tested, 3.4% active; further: potency means the concentration at half of the fitted maximal effect; on the % scale 0 is the no-effect control and ±100 the full control effect; nearly all actives have a fitted effect of over 60% in size; many of its hits are not listed in these tables
Target sequence (Q99714 whole entry, looked up, one chain of several): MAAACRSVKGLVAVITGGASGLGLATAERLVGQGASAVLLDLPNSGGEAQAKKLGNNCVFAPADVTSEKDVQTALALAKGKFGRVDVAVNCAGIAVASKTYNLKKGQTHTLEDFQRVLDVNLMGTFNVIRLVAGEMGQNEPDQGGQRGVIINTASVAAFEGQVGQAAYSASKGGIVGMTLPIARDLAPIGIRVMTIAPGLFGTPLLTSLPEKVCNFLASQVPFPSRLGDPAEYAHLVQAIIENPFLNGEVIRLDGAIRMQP
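His-tagged recombinant enzyme from E. coli, 20 nM, preincubated 15 min RT with compound; reaction started with 1 mM NAD+ and 90 uM beta-hydroxybutyryl-CoA in 100 mM Tris-HCl pH 9.0. NADH fluorescence (ex 360/em 450) read over 4 min; last-minus-first difference.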
BRCT PPI green: blocks human BRCA1 BRCT binding to phosphopeptide, green readout. Potency, µM (titrated, usually from 76.9 µM), inactives show at the highest dose activity change, negative = inhibition, most hits filed as inhibitors. 75,000 tested, 0.05% active. P38398. AID 875. BRCA1 BRCT-phosphopeptide binding, green fluorescence polarization;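 further: potency means the concentration at half of the fitted maximal effect; plate controls were peptide without protein for full effect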
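Fluorescence polarization: His-tagged BRCT (~35 kDa BRCA1 C-terminus, 250 nM) bound to 100 nM fluorescein-labeled phosphorylated 10-aa BACH1 peptide, pH 7.3 phosphate buffer with DTT and Tween 20. Compounds incubated 12 min at room temperature; inhibition read as lowered polarization.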
HEK293 cAMP cs: raises cAMP in parental HEK293 cells, TSHR agonist counter-screen; parental HEK293 CNG cAMP sensor, membrane potential fluorescence; Potency, µM (series often up to 57.1 µM), inactives show top-dose activation, actives largely listed as activators; 73,000 tested, 2.5% active; further: potency means the concentration at half of the fitted maximal effect; % of control where 0% means no effect; nearly all actives have a fitted effect of over 55% in size
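Parental HEK 293 cells stably expressing a modified CNG channel (no TSHR) report cAMP rise as membrane depolarization. Membrane potential dye with 100 uM RO 20-1724 was loaded for 60 min at room temperature, then compound added for 30 min; fluorescence read at 590 nm.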
BRCT inh red: BRCT-phosphoprotein interaction inhibition (red fluorophore); BRCT-phosphopeptide binding, red fluorescence polarization; P38398; Potency, µM (top dose mostly 76.9 µM), inactives show at the top dose activity change, negative = inhibition, hits mostly inhibitors; 75,000 tested, 0.03% active; further: on the % scale 0 is the no-effect control and ±100 the full control effect
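Fluorescence polarization: 100 nM His-tagged BRCA1 BRCT with 100 nM TAMRA-labelled phospho-BACH1 decapeptide, phosphate buffer pH 7.3 with 150 mM NaCl, DTT, 0.01% Tween 20; 12 min RT. Binding inhibition seen as FP decrease.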
ALOX15 inhib: inhibitors of human 15-lipoxygenase (ALOX15); purified 15hLO-1, xylenol orange hydroperoxide absorbance; Potency, µM (top dose mostly 57.1 µM), without a hit: at the top dose activity change, negative = inhibition, usual class: inhibitors; 74,000 tested, 1.4% active; AID 887; further: potency means the concentration at half of the fitted maximal effect; on the % scale 0 is the no-effect control and ±100 the full control effect; nearly all actives have a fitted effect of over 55% in size
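Hydroperoxide formed from arachidonic acid (50 uM) by purified human 15hLO-1 (40 nM) oxidizes ferrous iron, and the ferric-xylenol orange complex is read at 573 versus 405 nm. Compounds were preincubated 15 min; reaction ran 6 min at room temperature.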
Caspase-7 inhib: allosteric or competitive inhibitors of human caspase-7; P55210; recombinant caspase-7, Ac-DEVD-AFC fluorescence rate; Potency, µM (doses to about 57.5 µM), without a hit: at the highest dose activity change, negative = inhibition, usual class: inhibitors; AID 889; 75,000 tested, 0.02% active; active means well fitted inhibition curve with a large enough effect in the main read-out, with a control signal flat, not every such curve was filed as active; inconclusive means small, poorly fitted or top-dose-only effect, or a change in a side signal; further: potency means the concentration at half of the fitted maximal effect; % of control where 0% means no effect
Target sequence (P55210 24-198 limits assumed): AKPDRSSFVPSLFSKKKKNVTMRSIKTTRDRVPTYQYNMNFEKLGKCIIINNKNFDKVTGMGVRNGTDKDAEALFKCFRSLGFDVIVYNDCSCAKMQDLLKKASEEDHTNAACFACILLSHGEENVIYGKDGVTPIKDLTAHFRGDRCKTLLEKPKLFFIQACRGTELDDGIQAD
Target sequence (P55210 207-303 limits assumed): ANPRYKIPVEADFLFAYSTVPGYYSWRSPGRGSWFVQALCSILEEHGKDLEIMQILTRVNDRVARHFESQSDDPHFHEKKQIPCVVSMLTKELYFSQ
Starred values were filed as active, the others as inactive; i = inactive; ? = inconclusive; · = no result given; [ ] = another dose, or the depositor's remark. Unless noted, the call rests on the fitted dose curve; in most records, active means well fitted curve in the direction sought with a large enough effect; inconclusive means small, poorly fitted or top-dose-only effect, or another doubt; inactive means no such curve, though single readings can be large; an effect the other way counts as inactive or inconclusive. An excerpt; count on the stated rates, not on these rows.

SMILES	Caspase-1 inhib	DNA Pol III inh	USP2a inhib	Tau fil binding	Rhodamine fluor	HADH2 inhib	BRCT PPI green	HEK293 cAMP cs	BRCT inh red	ALOX15 inhib	Caspase-7 inhib
CC(C)(COCC1CO1)COCC1CO1 (stereo not given)	3.0%	-8.4%	·	-7.0%	·	-4.3%	1.2%	-0.8%	-0.7%	-1.9%	1.2%
c1ccc2c(c1)Sc1ccccc1N2C[C@H]1CN2CCC1CC2	-2.6%[11.5 µM]	-9.1%[11.4 µM]	·	1.58µM*	i	13.1%[11.4 µM]	-0.8%[15.4 µM]	-3.1%[11.4 µM]	0.6%[15.4 µM]	-2.3%[11.4 µM]	-0.3%[11.5 µM]
CC1(C)CN=C(Nc2ccc(F)c(F)c2)S1	1.1%	1.9%	·	-11.5%	·	0.7%	-1.1%	4.5%	-0.5%	7.4%	-0.5%
CCCCn1c(O)c(C=NCCCN(CC)CC)c(=O)[nH]c1=O	-0.1%	-4.6%	12.9%	4.6%	i	5.5%	-0.1%	27.8%	1.5%	-7.8%	-1.1%
O=C(Cl)C(Cl)(Cl)Cl	-3.7%	-8.2%	·	-0.4%	·	-2.8%	0.3%	8.5%	-1.0%	-0.3%	1.2%
CC(C#N)CCC#N (stereo not given)	-3.3%	-6.4%	·	-5.0%	·	-6.9%	0.4%	-10.7%	-4.4%	3.5%	0.6%
O=C1C2CCCN2C(c2ccc(Cl)c(Cl)c2)N1c1ccccn1 (stereo not given)	-2.7%	-2.1%	6.0%	-19.1%	i	-2.7%	1.5%	4.8%	-0.1%	1.9%	1.2%
Cc1cccc(-n2c(-c3ccco3)nc3ccccc3c2=O)n1	-2.9%	-0.4%	0.2%	4.4%	·	-10.0%	-0.2%	7.0%	0.3%	-19.2%	-1.2%
CN(C)CP(=O)(O)CN(C)C=O	-3.0%	0.9%	5.0%	-8.8%	i	18.4%	0.3%	2.0%	0.1%	5.8%	0.1%
COc1ccc(OCC(=O)N2CCN(CC3CC4C=CC3C4)CC2)cc1 (stereo not given)	2.6%	-0.6%	8.4%	7.2%	i	7.1%	-1.2%	16.2%	0.9%	?	1.9%
CC12CC(c3ccccc3O1)C(C(=O)OCc1ccccc1)C(=O)N2 (stereo not given)	0.1%	-5.7%	3.1%	-4.8%	i	-2.9%	0.4%	7.3%	0.7%	-1.0%	-1.9%
Fc1cccc(F)c1CN1CCN(Cc2c(F)cccc2F)CC1	1.9%	-7.3%	-5.8%	-10.6%	i	-16.9%	-0.6%	2.5%	-0.1%	-4.6%	0.8%
C=CCOC(=O)COc1cc(C)cc2oc(=O)c3c(c12)CCC3	-1.5%	-2.3%	3.4%	81.2%	·	71.0%[activator]	2.9%	5.01µM*	-1.1%	3.0%	-3.2%
C=COCCn1c(C)c(C(=O)OCC)c2cc(O)ccc21	0.7%	0.3%	·	-4.9%	i	12.9%	-0.8%	2.9%	0.7%	-2.5%	0.4%
Cc1oc(-c2ccccc2F)nc1CS(=O)CC(=O)N1CCC2(CC1)OCCO2 (stereo not given)	-0.9%	-2.2%	-5.7%	-18.4%	i	9.1%	-1.5%	5.7%	-1.8%	-2.3%	-0.8%
C1CC2OC2CC1C1CO1 (stereo not given)	-4.3%	7.5%	·	9.4%	·	-0.4%	-1.2%	12.2%	0.1%	4.1%	-0.6%
O=c1c2ccccc2[se]n1-c1ccccc1	0.3%	-4.2%[25.6 µM]	-1.1%	4.1%[25.6 µM]	i	2.51µM*	-2.9%	-7.7%[25.6 µM]	-4.0%	0.398µM*	0.2%
CCOC(=O)[C@@H]1[C@@H]2c3ccccc3-c3ccccc3[C@H]2C[C@H]1O	0.3%[11.5 µM]	-10.0%[11.4 µM]	·	1.1%[11.4 µM]	i	7.7%[11.4 µM]	-1.6%[15.4 µM]	?	2.7%[15.4 µM]	0.1%[11.4 µM]	1.1%[11.5 µM]
CCC(C)C(=O)OC1C2CC3=C4CC(=O)OC(c5ccoc5)[C@]4(C)CCC3[C@@](C)(C2=O)C(CC(=O)OC)C1(C)C (stereo not given in full)	-4.1%	·	54.8%[activator]	·	·	·	-3.5%[3.08 µM]	·	-1.0%	-1.6%	-1.7%
O=C(c1ccc(CNS(=O)(=O)c2ccccc2)cc1)N1CCC2(CC1)OCCO2	-0.2%	4.3%	11.6%	5.5%	i	-3.1%	-0.3%	10.2%	1.1%	3.3%	-0.3%
CC1=C[C@@H]2c3cccc4[nH]cc(c34)C[C@H]2N(C)C1	·	-14.2%	·	91.2%	i	-25.9%	·	-9.6%	·	·	·
O=C(c1ccccc1)c1cn(CC(=O)N2CCCC2)c2ccccc12	-2.6%	-3.8%	·	6.5%	·	-3.2%	-2.5%	7.2%	-0.7%	-10.3%	-4.0%
CC12CNCC(C)(CNC1)C2O (stereo not given)	3.6%	1.5%	·	-0.5%	·	-2.2%	-1.5%	11.0%	0.4%	3.2%	-1.7%
C=C[C@H]1CN2CC[C@H]1C[C@H]2c1[nH]c2ccccc2c1CCO	0.1%	·	·	·	·	·	-0.5%	·	-0.2%	7.3%[25.6 µM]	1.1%
CCCN(CCC)CCc1c[nH]c2ccc(C(N)=O)cc12	1.4%	-5.8%	0.1%	-8.8%	i	9.1%	-3.2%	10.0%	-2.1%	2.0%	1.5%
C[C@@]12CC(=O)[C@H]3[C@@H](CCC4=CC(=O)CC[C@]43C)[C@H]1CCC2=O	-0.9%[25.7 µM]	-2.5%[25.6 µM]	2.9%[17.1 µM]	7.7%[25.6 µM]	i	7.0%[25.6 µM]	-1.6%[34.4 µM]	3.9%[25.6 µM]	-0.2%[34.4 µM]	8.7%[25.6 µM]	2.8%[25.7 µM]
Clc1ccc(CSC(Cn2ccnc2)c2ccc(Cl)cc2Cl)cc1 (stereo not given)	·	·	?	·	i	·	-1.2%[3.08 µM]	·	-0.7%	4.8%	-6.2%
Cc1ccc(S(=O)(=O)O[C@H]2CN3CCC2CC3)cc1	0.2%[11.5 µM]	-9.8%[11.4 µM]	·	5.2%[11.4 µM]	i	9.4%[11.4 µM]	0.0%[15.4 µM]	6.4%[11.4 µM]	-0.7%[15.4 µM]	4.3%[11.4 µM]	-0.8%[11.5 µM]
COc1ccc(CCn2c(O)c(C=NCc3ccc4c(c3)OCO4)c(=O)[nH]c2=O)cc1OC	-4.6%	-0.1%	57.2%[activator]	159.3%	i	11.8%	-2.2%	?	0.9%	0.9%	0.8%
O=C(O)/C=C\c1ccc[c]([Sb](=[O])([OH])[OH])c1	-5.9%[11.5 µM]	0.2µM*	·	5.1%[11.4 µM]	i	-6.9%[11.4 µM]	-22.3%[15.4 µM]	-0.2%[11.4 µM]	31.2%[activator][15.4 µM]	-26.2%[11.4 µM]	-2.9%[11.5 µM]
CCCCCn1c(=O)c(C(=O)NCc2ccccn2)c(O)c2ccccc21	-2.5%	-7.6%	6.0%	119.2%	·	7.8%	-2.3%	11.4%	1.2%	-3.1%	1.5%
O=C(O)c1cc(N=Nc2ccc([As](=O)(O)O)cc2)ccc1O	0.2%[11.5 µM]	-8.1%[11.4 µM]	·	-14.0%[11.4 µM]	i	-5.5%[11.4 µM]	0.1%[15.4 µM]	-1.3%[11.4 µM]	0.2%[15.4 µM]	6.3%[11.4 µM]	-1.2%[11.5 µM]
ClC(Br)Br	-3.1%	-1.3%	·	1.4%	·	?	-1.8%	1.6%	0.0%	-3.7%	0.9%

Random excerpt: 3 records from the list.
SMILES	Caspase-1 inhib	DNA Pol III inh	USP2a inhib	Tau fil binding	Rhodamine fluor	HADH2 inhib	BRCT PPI green	HEK293 cAMP cs	BRCT inh red	ALOX15 inhib	Caspase-7 inhib
O=c1c2ccccc2[se]n1-c1ccccc1	0.3%	-4.2%[25.6 µM]	-1.1%	4.1%[25.6 µM]	i	2.51µM*	-2.9%	-7.7%[25.6 µM]	-4.0%	0.398µM*	0.2%
C1CC2OC2CC1C1CO1 (stereo not given)	-4.3%	7.5%	·	9.4%	·	-0.4%	-1.2%	12.2%	0.1%	4.1%	-0.6%
CC1(C)CN=C(Nc2ccc(F)c(F)c2)S1	1.1%	1.9%	·	-11.5%	·	0.7%	-1.1%	4.5%	-0.5%	7.4%	-0.5%
